Source: PubChem BioAssay
Nrf2 inh = Nrf2 pathway inhibition; A549 ARE-Fluc reporter, luciferase luminescence, 18-24 h; Potency, µM (highest dose often 46 µM), for inactives: at the highest dose activity change, negative = inhibition, most hits filed as inhibitors; 2.1% of 360,000 active; AID 504444; also: potency is read from the fitted curve at half-maximal effect; % is scaled to controls: 0 for no effect and ±100 for the full control effect; nearly all actives have a fitted effect of over 60% in size
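Two sequential reads on A549 ARE_Fluc cells exposed to compound for 18-24 h: a CellTiter-Fluor fluorescence read for viability, then a luciferase luminescence read for Nrf2/ARE activity.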
A549 tox = counter-screen for Nrf2 inhibitors: cytotoxicity in A549 cells | A549 ARE-Fluc cells, CellTiter-Fluor viability, 18-24 h | Potency, µM (top dose mostly 46 µM), for the others: at the top dose activity change, negative = cytotoxicity, usual class: inhibitors | AID 504648 | 0.16% of 390,000 active; also: potency is read from the fitted curve at half-maximal effect; % is scaled to controls: 0 for no effect and ±100 for the full control effect
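A549 ARE_Fluc cells in 5% FBS OPTI-MEM were exposed to compounds in concentration-response for 18-24 h at 37 deg C. Viability was read by CellTiter-Fluor fluorescence (Ex 405/Em 525) after 30 min, before the luciferase read.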
EPAC2 agonist = agonists of human EPAC2 (RAPGEF4) | Q8WZA2 | 0.079% of 360,000 active | EPAC2 activation, biochemical qHTS; response scale: 100% = 6.5 mM cAMP response | Potency, µM (titrated, usually from 154 µM), inactives show at the highest dose activation, most hits filed as activators; also: potency is read from the fitted curve at half-maximal effect; nearly all actives have a fitted effect of over 50% in size
Target sequence (Q8WZA2 whole entry, looked up): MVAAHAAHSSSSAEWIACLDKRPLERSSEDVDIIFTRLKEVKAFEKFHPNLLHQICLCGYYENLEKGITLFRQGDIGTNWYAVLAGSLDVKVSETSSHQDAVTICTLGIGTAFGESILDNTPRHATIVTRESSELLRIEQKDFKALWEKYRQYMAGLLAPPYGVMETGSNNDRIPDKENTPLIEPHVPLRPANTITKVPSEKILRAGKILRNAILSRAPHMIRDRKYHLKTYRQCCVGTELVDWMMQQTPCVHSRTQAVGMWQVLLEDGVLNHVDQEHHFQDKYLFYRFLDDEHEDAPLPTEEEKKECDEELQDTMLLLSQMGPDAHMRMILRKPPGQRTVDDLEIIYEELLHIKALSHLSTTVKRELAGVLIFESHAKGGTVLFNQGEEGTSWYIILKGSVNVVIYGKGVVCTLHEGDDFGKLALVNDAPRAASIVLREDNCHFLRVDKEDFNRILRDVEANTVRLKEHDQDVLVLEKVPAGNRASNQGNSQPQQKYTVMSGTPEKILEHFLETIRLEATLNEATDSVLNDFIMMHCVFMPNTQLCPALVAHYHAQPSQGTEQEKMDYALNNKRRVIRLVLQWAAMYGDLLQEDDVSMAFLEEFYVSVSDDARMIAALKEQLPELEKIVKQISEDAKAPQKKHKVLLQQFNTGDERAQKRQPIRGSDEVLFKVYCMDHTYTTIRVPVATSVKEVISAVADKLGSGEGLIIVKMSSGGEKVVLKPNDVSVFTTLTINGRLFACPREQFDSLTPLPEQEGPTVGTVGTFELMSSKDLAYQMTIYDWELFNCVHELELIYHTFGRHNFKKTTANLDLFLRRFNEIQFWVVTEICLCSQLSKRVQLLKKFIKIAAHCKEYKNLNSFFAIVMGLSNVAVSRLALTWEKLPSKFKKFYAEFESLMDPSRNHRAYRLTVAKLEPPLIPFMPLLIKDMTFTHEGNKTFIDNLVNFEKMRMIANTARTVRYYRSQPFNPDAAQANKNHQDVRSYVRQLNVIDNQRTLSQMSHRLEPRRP
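Compounds were added across a concentration range to EPAC2 (100 nM), RAP1B-BODIPY-GDP (250 nM) and GDP (50 uM). After 5 min at room temperature, fluorescence was recorded at 5-min intervals for 30 min.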
EPAC2 antagonist = antagonists of human EPAC2; Q8WZA2; EPAC2 GEF exchange of Rap1B-BODIPY-GDP, fluorescence; Potency, µM (top dose mostly 114 µM), inactives show top-dose activity, negative = inhibition, actives largely listed as inhibitors; 0.18% of 360,000 active; AID 720708; also: potency is read from the fitted curve at half-maximal effect; % is scaled to controls: 0 for no effect and ±100 for the full control effect; nearly all actives have a fitted effect of over 45% in size; many of its hits are not listed in these tables
CCT chaperon mod = changes cytosolic chaperonin activity | AID 651819 | 0.3% of 360,000 active | activity change, % (test concentration not listed), hits read low | purified chaperonin ATPase assay, HTRF ADP detection, 30 min; in the data active = activity change below about -30%; also: % is scaled to controls: 0 for no effect and ±100 for the full control effect
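ATPase activity: ADP formed was measured by HTRF Transcreener (665/615 nm ratio) after 30 min at 37 deg C with 10 uM ATP. Compounds screened at one 76 uM concentration against 40 or 20 nM TRiC in Tris pH 7.4/KCl/MgCl2/DTT buffer.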
Nrf2 ARE act = Nrf2 pathway activation | AREc32 ARE-luciferase reporter (MCF7-derived line), luminescence, 24 h | Potency, µM (top dose mostly 46.1 µM), inactives show at the top dose activation, most hits filed as activators | 0.31% of 410,000 active | AID 624171; also: potency is read from the fitted curve at half-maximal effect; % of control where 0% means no effect; nearly all actives have a fitted effect of over 65% in size
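ARE activation measured as luciferase luminescence (Steady-Glo, 30 min RT) in AREc32_Fluc cells after 24 hr compound exposure at 37 deg C, 5% CO2; cells seeded overnight at 1000/well in OPTI-MEM, 5% FBS.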
MmCpn inh = inhibitors of Methanococcus maripaludis chaperonin (MmCpn) | purified Mm-Cpn ATPase, ADP Transcreener TR-FRET | Potency, µM (titrated, usually from 76.9 µM), without a hit: at the top dose activity, negative = inhibition, usual class: inhibitors | 0.031% of 330,000 active | AID 504842; also: potency is read from the fitted curve at half-maximal effect; % is scaled to controls: 0 for no effect and ±100 for the full control effect; nearly all actives have a fitted effect of over 80% in size
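Measured: ADP formation by purified Mm-CPN. Conditions: 25 nM protein, 10 uM ATP, Tris pH 7.4 with Mg2+, K+ and DTT, 37°C for 30 min. Detection: Transcreener HTRF after 30 min at room temperature.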
Akt phos inh = blocks phosphorylation of Akt; activity change, % for hits at 50 µM; 0.32% of 360,000 active; AID 651550; Neuro2A IGF-stimulated pAkt S473 HTRF, 20 min; hits give low values; in the data active = activity change below about -80%; inconclusive = mostly about -51% to -80%; also: % is scaled to controls: 0 for no effect and ±100 for the full control effect
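Neuro2A cells (4,500/well, DMEM with 0.5% FBS) were treated with compound at a single 50 µM final concentration, stimulated with 6 nM IGF for 20 min at 37 °C, and lysed. Phospho-Akt Ser473 was read by HTRF as 665/615 ratio ×10^4.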
TGFb SMAD3 inh = inhibitors of TGF-b signaling. Potency, µM (top dose mostly 46.1 µM), without a hit: top-dose activity, negative = inhibition, most hits filed as inhibitors. HepG2 CAGA-GFP TGF-b/SMAD3 reporter, GFP fluorescence, 18 h; TGF-beta stimulated, 500 pg/mL final. 1.2% of 410,000 active; also: potency is read from the fitted curve at half-maximal effect; % is scaled to controls: 0 for no effect and ±100 for the full control effect; nearly all actives have a fitted effect of over 65% in size
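HEPG2 CAGA-GFP, 1000 cells/well; 2 h settle, 37 C; cpd via pin tool; TGF-b 500 pg/mL final; 18 h, 37 C; GFP imaging ex488/em500-530; %Activity normalised to -TGF-b and +DMSO controls; CRC fit, curve class.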
* hit, by the source's call; i = inactive; ? = inconclusive; · = not tested or not shown; [ ] = dose if it differs, or a comment. Unless noted, calls follow the shape of the dose curve; as a rule, active = well fitted curve in the direction sought with a large enough effect; inconclusive = small, poorly fitted or top-dose-only effect, or another doubt; inactive = no such curve, though single readings can be large; an effect the other way counts as inactive or inconclusive. The list is partial; count on the stated rates, not on these rows.

SMILES | Nrf2 inh | A549 tox | EPAC2 agonist | EPAC2 antagonist | CCT chaperon mod | Nrf2 ARE act | MmCpn inh | Akt phos inh | TGFb SMAD3 inh
COc1ccccc1NC(=O)c1cc(S(=O)(=O)N2CCC3(CC2)OCCO3)ccc1F | -7% | ? | 7% | -4% | 0.1 | 0.1% | 1% | i | -8%
COc1ccc(NC(=O)CSc2nncn2C)c([N+](=O)[O-])c1 | · | -7% | -1% | 13% | -0.9 | -0.7% | -2% | i | 15%
O=C(O)c1ccccc1Sc1ccccc1S(=O)(=O)NC1CCCCC1 | -8% | 0% | 0% | 4% | -2.8 | 0.1% | -3% | i | -24%
CC(Nc1c([N+](=O)[O-])c(=O)oc2ccccc12)C(Cl)c1ccccc1 (centres undefined) | ? | -24% | 11% | 2% | -17 | ? | 2% | i | -2%
COc1cccc(CNC(=O)Cn2cc3c(n2)CCCCC3)c1 | -17% | 4% | 13% | -7% | -1.2 | -0.4% | -2% | i | -11%
CC(=O)Nc1ccc(C(=O)COC(=O)c2nc3nc(C)cc(C)n3n2)cc1 | 2% | -1% | 4% | 5% | 0.1 | -0.6% | 1% | i | 5%
CCOc1ccc(S(=O)(=O)Nc2ncn[nH]2)cc1 | -9% | 0% | 16% | 5% | -2.4 | 0.2% | -11% | i | -7%
COc1cc2nc(CN(C)CC(=O)Nc3ccc(N4CCOCC4)cc3)[nH]c(=O)c2cc1OC | 3% | 0% | 9% | 19% | -0.6 | -0.6% | 3% | i | 6%
CC(C)N1CCc2c(sc(NC(=O)CCS(=O)(=O)c3ccccc3)c2C(N)=O)C1 | -1% | -5% | 2% | 2% | -1.1 | ? | -2% | i | -7%
Cc1c(N2C(=O)C(=O)/C(=C(/O)c3ccc(Cl)cc3)C2c2ccccc2)c(=O)n(-c2ccccc2)n1C (centres undefined) | 14% | -5% | 1% | 9% | -1.1 | 0.2% | -5% | i | -2%
COc1ccc(Nc2ncc(F)c(N3CCOCC3)n2)cc1 | ? | 18% | 8% | -7% | 0.1 | -2.0% | -2% | i | -26%
CN1CCN(C2=Nc3c(Cl)cc(Cl)c4cccc2c34)CC1 | · | -5% | 3% | -24% | -3.7 | 7.7% | 3% | i | ?
COc1ccc(-c2nnc(SCC(=O)NC3CC3)o2)c(OC)c1 | 26% | -1% | -1% | 0% | -2.6 | 4.8% | -3% | i | -4%
COc1ccc(-c2cn3c(n2)sc2cc(C(=O)NCc4cccs4)ccc23)cc1 | -12% | -1% | · | · | · | 4.8% | · | · | -12%
CC(C)(C)NC(=O)CN(Cc1cccs1)C(=O)CNS(=O)(=O)c1ccccc1 | -1% | -11% | 0% | 9% | -1.6 | 0.4% | 0% | i | ?
NS(=O)(=O)c1ccc(N=Cc2ccc(Br)s2)cc1 | -2% | -6% | 4% | 2% | -1.9 | -0.1% | -1% | i | -2%
CC(C)Sc1cc(Cl)nc(NC(=O)Nc2ccccc2)n1 | 26% | 6% | 6% | 31%[activator] | -1.6 | 4.1% | -5% | i | -1%
CC(C)CNC(=O)CC(=O)N/N=C/c1ccc(F)cc1 | 1% | 2% | 1% | 21% | 0.6 | 2.4% | -1% | i | 3%
COc1cc(SC)ccc1C(=O)NCCCOC(C)C | 1% | -6% | -1% | 3% | -0.4 | -0.7% | 1% | · | 25%
CCOC(=O)C1=CCC2C(=O)N(Cc3ccccc3)C(=O)C12 (centres undefined) | · | · | 4% | 14% | -2.0 | 15% | · | i | 0%
Fc1ccc(CNC(=S)NC2CCCCCC2)cc1 | -2% | 1% | 10% | -14% | -1.5 | -0.8% | ? | i | -28%
Cc1sc2c(c1C)CN(CCN1CCOCC1)CN2C(=O)c1ccccc1 | ? | 0% | 1% | 3% | -5.3 | 19% | 2% | i | -6%
O=C(C1CCN(S(=O)(=O)Cc2ccccc2)CC1)N1CCN(c2ccccc2)CC1 | -9% | 9% | · | · | · | -0.6% | · | · | 23%
COc1ccc2c(c1)[nH]c1c(=O)n(/N=C/C3C(C)C=C(C)CC3C)c(=O)[nH]c12 (centres undefined) | ? | -24% | 3% | 1% | -7.1 | 9.3% | 1% | i | -23%
Cc1ccc(C)n1C1CCS(=O)(=O)C1 (centres undefined) | -13% | -6% | 6% | -3% | -4.1 | 10% | 1% | i | 13%
O=C(CCN1C(=O)c2ccccc2S1(=O)=O)Nc1ccccc1 | 10% | 4% | 6% | -2% | -1.8 | -0.7% | 1% | i | 0%
COCCOC(=O)/C(=C\c1cc(C(C)(C)C)c(O)c(C(C)(C)C)c1)C(C)=O | ? | -18% | 7% | ? | 1.3 | 4.0% | 0% | i | ?
CCCCNC(=O)c1onc(CSc2ccncc2)c1C(=O)NCCCC | 5% | 0% | -4% | -3% | -1.0 | 0.5% | 1% | i | 1%
COc1ccc(/C=N/NC(=O)CSCC(=O)Nc2ccccc2)cc1OC | 8% | 0% | 7% | 0% | -2.3 | -0.5% | -1% | i | -21%
COc1ccc(NC(=O)COc2ccc3oc(=O)cc(C)c3c2)cc1 | ? | -1% | 11% | 3% | 1.1 | 0.2% | -2% | i | 1%
COc1ccc(C(=O)Nc2ccc(S(=O)(=O)N3CCCCC3)cc2)cc1OC | ? | -2% | -1% | -2% | -1.8 | 0.8% | -1% | i | 18%
O=C(CN1CCCCCC1)Nc1cccc2c1OCO2 | -12% | -10% | 7% | 5% | 0.5 | -1.1% | 2% | i | -10%
O=C(CNC(=O)c1cccs1)N/N=C/c1ccccc1[N+](=O)[O-] | -25% | 2% | 9% | 8% | 1.4 | 28% | 2% | i | -1%
O=C(Cn1ccc2cc(S(=O)(=O)N3CCCCC3)ccc21)NCCc1ccccc1Cl | ? | -1% | · | · | · | 4.0% | · | · | -24%
COc1cccc(/C=C/C(=O)OCC(=O)NCCC2=CCCCC2)c1OC | 2% | 1% | -1% | 5% | 0.8 | 11% | -1% | i | 3%
CCCS(=O)(=O)N1CCc2ccc(NC(=O)C3CCCO3)cc2C1 (centres undefined) | -2% | -9% | 4% | 4% | 0.3 | -0.2% | 2% | i | 12%
Cn1nc(C(=O)O)c(=O)n(C)c1=O | 7% | 0% | 7% | 0% | -1.1 | -1.2% | · | i | 2%
CCN(C(=O)COC(=O)C1CCN(S(=O)(=O)c2ccc(C)c(C)c2)CC1)C1CCS(=O)(=O)C1 (centres undefined) | 0% | 9% | 5% | 0% | -0.3 | 2.4% | -1% | i | 10%
Cc1ccc(C(=O)CN2C(=O)NC3(CCOc4ccccc43)C2=O)s1 (centres undefined) | 8% | 1% | 11% | -3% | 2.3 | 4.1% | -2% | i | 18%
C=CCn1c(SCC(=O)Nc2ccc(-c3nc4ccc(C)cc4s3)cc2)nnc1-c1ccccc1 | -10% | -21% | -6% | -1% | -4.6 | 1.7% | -3% | i | ?

Grouped by structure, the compounds so far containing a COOH group.
SMILES | Nrf2 inh | A549 tox | EPAC2 agonist | EPAC2 antagonist | CCT chaperon mod | Nrf2 ARE act | MmCpn inh | Akt phos inh | TGFb SMAD3 inh
O=C(O)c1ccccc1Sc1ccccc1S(=O)(=O)NC1CCCCC1 | -8% | 0% | 0% | 4% | -2.8 | 0.1% | -3% | i | -24%
Cn1nc(C(=O)O)c(=O)n(C)c1=O | 7% | 0% | 7% | 0% | -1.1 | -1.2% | · | i | 2%

(cont.)
SMILES | Nrf2 inh | A549 tox | EPAC2 agonist | EPAC2 antagonist | CCT chaperon mod | Nrf2 ARE act | MmCpn inh | Akt phos inh | TGFb SMAD3 inh
CC1(Cc2cccc(F)c2)C(=O)Nc2ccc(OC(F)(F)F)cc21 (centres undefined) | · | · | -8% | ? | 1.0 | 3.9% | · | i | ?
O=[N+]([O-])c1ccc(Sc2n[nH]c(-c3ccncc3)n2)nc1 | -14% | 8% | 1% | 1% | -1.1 | -0.3% | 0% | i | -4%
Cc1cccc(CCN2C(N(C)C)=NC[C@@H]2C)c1 | -2% | -2% | 3% | 21% | -1.9 | -1.1% | 2% | i | 1%
O=P(COCCO)(c1ccccc1)c1ccccc1 | 22% | 1% | 2% | 11% | -2.7 | 0.1% | 0% | i | 10%
COC(=O)[C@]1(CC(C)C)N[C@H](c2ccc(SC3CCCCC3)cc2)[C@@H]2C(=O)N(C)C(=O)[C@@H]21 | ? | -9% | 3% | -1% | -0.2 | 0.6% | -8% | i | -22%
Cc1ccc(S(=O)(=O)NCc2ccc(C(=O)NCCN(Cc3ccccc3)C(C)C)cc2)cc1 | -5% | -8% | 3% | -22% | -1.3 | 3.2% | 1% | i | ?
C=CCNC(=O)CN1CCC(O)(c2ccc(F)cc2)CC1 | -15% | 7% | 8% | -4% | 0.2 | 0.5% | 0% | i | 20%
Cc1ccnc(NC(=O)CCC(=O)c2cccs2)c1 | ? | 0% | 11% | -3% | 0.0 | -0.1% | -4% | i | -3%
COc1ccc(-c2cn3ccccc3n2)cc1OC | ? | 3% | 11% | 7% | -1.8 | 11µM* | -12% | i | -20%
O=C(Nc1ccc(-n2cccn2)cc1)C1CCCCN1Cc1cccc2cccnc12 (centres undefined) | -14% | -19% | 7% | -4% | 0.0 | 2.5% | 4% | i | ?
O=C(c1cccc(S(=O)(=O)Nc2ccc(F)cc2)c1)N1CCCC1 | -6% | 5% | 1% | 24% | -1.3 | 0.1% | 2% | i | 5%
C=CCNC(=O)c1oc2ccc(S(=O)(=O)N3CCCCC3)cc2c1C | ? | -4% | -2% | -1% | -1.4 | 0.2% | 1% | i | 10%
CCOc1ccc(NC(=O)CN(C)C(=O)c2ccc(OCC(=O)N3CCOCC3)c(OC)c2)cc1OCC | 16% | 0% | 6% | 4% | -4.0 | -0.1% | · | i | 7%
